# Screening data deposited in PubChem by several laboratories.
# KOR beta-arrestin-1: kappa opioid receptor activators – cell-based, luminescence, uHTS, primary screen (AID 1777); KOR beta-arrestin recruitment, luminescence; higher % means a stronger effect; activation, % at 10 µM; hits with a dose series show EC50 in µM; hit rate 0.02% among 280,000; in the data active means activation above about 50%, passing the limit was not always enough; further: a part of the inactive calls stands beside numbers as strong as those of hits
# NOD1 NF-kB reporter: inhibition of NOD1-driven NF-kB reporter – cell-based, luminescence, uHTS, primary screen (AID 1578) | inhibition, % at 4 µM, or EC50 in µM where a hit was titrated | NOD1-driven NF-kB luciferase reporter cells, luminescence; higher % means a stronger effect | hit rate 1% among 290,000; in the data active means inhibition mostly above about 36%, no sharp cut-off; inactive means mostly below about 34%;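 further: HEK-293T reporter cells stimulated with the NOD1 agonist gamma-tri-DAP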
# AID2073: inhibitors of Mint1-CaV2.2 protein interaction, biochemical, HTRF (AID 2073); HTRF protein-protein interaction, Mint1-CaV2.2; higher % means a stronger effect; inhibition, % at 20 µM, or IC50 in µM where a hit was titrated; hit rate 0.19% among 290,000; in the data active means inhibition mostly above about 51%, no sharp cut-off; inconclusive means no clear call, values can overlap the other calls; inactive means mostly below about 53%; further: some results filed as inactive read as strong as hits
# NOD2 inhibition: NOD2 signaling inhibitors, cell-based, luminescence, uHTS, HEK293 (AID 1566); HEK293 NOD2/NF-kB luciferase reporter, luminescence; higher % means a stronger effect; inhibition, % at 4 µM; hits with a dose series show EC50 in µM; hit rate 0.63% among 290,000; further: many of its hits are not listed in these tables
# M17LAP inhibition: P. falciparum M17LAP inhibitors, primary screen, biochemical, fluorogenic H-Leu-NHMec substrate, 1536-well (AID 1619). recombinant M17LAP, H-Leu-NHMec fluorogenic kinetic assay; higher % means a stronger effect. inhibition, % at 30 µM, or IC50 in µM where a hit was titrated. hit rate 0.38% among 220,000;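 active means compound inhibiting the enzyme by more than half at any dose during confirmatory dose-response retesting; inconclusive means strong single-dose inhibitors picked by rank but not retested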;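 further: plate controls were full reaction with DMSO carrier for no effect and no enzyme background for full effect; strong numbers were not always called active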
# GPR55 activation: selective activators of receptor GPR55 – imaging, U2OS cells, beta-arrestin-GFP redistribution, primary screen (AID 1961); hit rate 0.048% among 290,000; U2OS GPR55 beta-arrestin-GFP redistribution imaging; higher % means a stronger effect; activation, % at 10 µM, or EC50 in µM where a hit was titrated;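 active means activation above 40% with more than 50 cells counted in the well; inconclusive means wells holding fewer than 50 cells, flagged as toxic or sparse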;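 further: U2OS osteosarcoma cells stably expressing GPR55 and beta-arrestin-GFP; plate controls were DMSO negative control for no effect and LPI positive control for full effect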
# KOR beta-arrestin-2: kappa opioid receptor blockers – cell-based, luminescence, uHTS (AID 1778). KOR beta-arrestin recruitment, luminescence, antagonist mode; higher % means a stronger effect. one-dose inhibition, % at 10 µM; IC50 in µM for titrated hits. hit rate 0.091% among 290,000; further: strong numbers were not always called active
# Dynein cargo inh: blocks dynein driven cargo transport along microtubules; 3617.4 mouse cells, GR-EGFP nuclear translocation imaging; test concentration mostly 20 µM; stimulated with dexamethasone, 1 µM; active compounds read low; z-score, hits read low; hit rate 0.47% among 220,000;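 active means plate z-score of nuclear minus cytoplasmic receptor signal below a set negative limit, without overly bright fluorescence or cell loss, cut at about -3.5 in these data, passing the limit was not always enough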;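 further: z-score of nuclear minus cytoplasmic ring GR-EGFP intensity difference per well; some compounds called inactive have numbers as strong as hits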
#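 Buffer or medium: tet-free medium with charcoal-stripped serum / Also added: dexamethasone agonist, 1.0 µM final, for 30 min / Timing: induction 48 h, compound 1 h, agonist 30 min / Measured by: high-content fluorescence imaging after fixation / Read-out: nuclear-to-cytoplasmic GR-EGFP distribution per well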
# M1AAP inhibition: P. falciparum M1AAP inhibitors, biochemical, fluorogenic H-Leu-NHMec substrate, 1536-well (AID 1445); recombinant M1AAP, H-Leu-NHMec fluorogenic kinetic assay; higher % means a stronger effect; inhibition, % at 30 µM, or IC50 in µM where a hit was titrated; hit rate 0.42% among 220,000;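 active means primary inhibition above the hit cutoff, then over 50% inhibition at one or more dose response concentrations, cut at about 23% in these data, passing the limit was not always enough; inconclusive means conflicting primary data, or primary hits not chosen for dose response; inactive means low primary inhibition, or under 50% at every dose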;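 further: plate controls were DMSO full reaction for no effect and no enzyme background for full effect; strong numbers were not always called active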
# Dynein cargo inh cytoplasmic EGFP: further read-out of Dynein cargo inh, marked with its call; z-score; measured here: cytoplasmic GR-EGFP intensity; active compounds read high
# Dynein cargo inh nuclear GR-EGFP: also measured in Dynein cargo inh; calls as there; z-score; measured here: nuclear GR-EGFP intensity;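 lower value marks the stronger effect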
# Dynein cargo inh cell count: also measured in Dynein cargo inh; calls as there; z-score; measured here: cell count per field
# The depositor's hits bear a star; u = inconclusive; x = not tested or not shown; [ ] = another dose, or the depositor's remark. Unless noted, no stated cut-off is given here; in the data, active means inhibition above about 50%; inactive means the rest.
SMILES,KOR beta-arrestin-1,NOD1 NF-kB reporter,AID2073,NOD2 inhibition,M17LAP inhibition,GPR55 activation,KOR beta-arrestin-2,Dynein cargo inh,Dynein cargo inh cytoplasmic EGFP,Dynein cargo inh nuclear GR-EGFP,Dynein cargo inh cell count,M1AAP inhibition
COCCNC(=O)CSc1nc2cc(OC)c(OC)cc2c(=O)n1Cc1ccc(OC)cc1,2.7%,54%,9%,14%,-3%,-2.3%,-10%,0.75,-0.19,0.14,-0.44,1%
COc1ccccc1CN=C1NC(=O)C(CC(=O)Nc2ccc(C(C)=O)cc2)S1 (stereo not drawn),4.8%,-4%,13%,5%,-5%,-0.2%,22%,-0.14,-0.22,-0.03,0.56,1%
CN(O)/C=N/C(=S)Nc1ccc(Cl)cc1Cl,-6.0%,-30%,8%,-4%,-1%,0.2%,-2%[20 µM],1.6,2.2,1.5,-2.1,5%
CCc1nnc(NC(=O)Cn2c(=O)oc3ccccc32)s1,1.0%,-17%,-1%,4%,-1%,-0.2%,-4%,0.96,-0.43,0.55,0.00066,3%
CCS(=O)(=O)c1nc(S(=O)(=O)c2ccc(Cl)cc2)c(N2CCC3(CC2)OCCO3)s1,2.3%,4%,u,14%,x,-0.2%,-22%,x,x,x,x,x
Cc1ccc(NC(=O)CSc2n[nH]c(-c3cccnc3)n2)cc1Cl,0.3%,-21%,-2%,16%,x,-0.2%,-13%,x,x,x,x,x
Cc1cc(C(=O)OCC(=O)NCc2ccccc2Cl)c(C)o1,-5.4%,-27%,-4%,-2%,11%,-0.2%,-6%,1.3,-0.13,0.59,-0.16,-1%
Cc1noc(C(=O)Nc2cc(Cl)ccc2O)c1Cl,0.0%,1%,8%,18%,x,0.0%,6%,x,x,x,x,x
Cc1oc(C(C)(C)C)cc1C(=O)NCC(=O)NCC(=O)O,2.0%,-1%,14%,-17%,47%,0.2%,-50%,0.9,-0.14,1.1,-1.4,2%
CC(=O)Nc1ccc(NC(=O)C(C)O/N=C/c2cccc([N+](=O)[O-])c2)cc1 (stereo not drawn),-1.3%,-2%,-5%,-8%,-14%,0.0%,-20%,-0.53,-0.19,-0.034,0.52,13%
CC1CCN(S(=O)(=O)c2cccc(C(=O)N(C)C3CCS(=O)(=O)C3)c2)CC1 (stereo not drawn),2.5%,-9%,-9%,-3%,3%,0.0%,3%,0.046,-0.24,0.014,-0.19,7%
CC(C)C(c1nnnn1Cc1ccc(F)cc1)N1CCSCC1 (stereo not drawn),-2.2%,-22%,6%,4%,7%,0.3%,26%,-1.3,-0.26,-0.73,0.79,8%
O=C(Nc1ccc(Cl)cc1)N1CCc2[nH]c3ccccc3c2C1,-0.9%,5%,-2%,-12%,7%,-0.1%,-3%,0.4,-0.21,0.57,-0.54,10%
COc1ccccc1NC(=O)Cn1cnc2sc(C)c(S(=O)(=O)N3CCCCC3)c2c1=O,0.4%,-36%,-6%,9%,-4%,-0.2%,40%,-0.5,-0.28,0.26,0.23,2%
O=C(c1ccco1)N1CCn2c1nc1ccccc12,x,-20%,4%,15%,8%,-0.3%,x,0.07,-0.3,0.49,0.15,6%
C=CCN=c1scc(C)n1/N=C/c1ccc(O)c(O)c1,-8.0%,-47%,-4%,0%,12%,-0.4%,20%,-1.5,0.83,-0.88,-2,8%
CCn1nccc1C(=O)Nc1ccc(Cl)c(Cl)c1,-3.6%,-24%,-3%,-12%,2%,-0.1%,0%,-0.07,-0.27,-0.31,-0.77,-3%
CC(C)C[C@H](NC(=O)C1CCN(C(=O)[C@H](Cc2ccccc2)NC(=O)OC(C)(C)C)CC1)C(=O)O,-3.2%,-13%,-1%,14%,x,-0.1%,2%,x,x,x,x,x
O=C(O)/C=C/C(=O)Nc1ccccc1C(=O)OCC(=O)c1ccc2c(c1)OCCO2,-3.8%,-12%,12%,8%,37µM*,0.6%,3%,-1.7,-0.24,-0.92,2.2,11%
Cc1cc(-c2ccc(C)c(S(=O)(=O)NCC3CCN(Cc4ccc(F)cc4)CC3)c2)on1,-21%,11%,7%,12%,x,0.5%,-70%,x,x,x,x,x
COCc1ccc(C(=O)NC2CC(C)(C)Cc3c2cnn3-c2ccc(C)cc2)o1 (stereo not drawn),6.3%,9%,6%,24%,x,0.9%,-33%,x,x,x,x,x
O=C(CCN1C(=O)/C(=C/c2ccc(Cl)cc2)SC1=S)NC1C=CS(=O)(=O)C1 (stereo not drawn),-7.1%,1%,8.4µM*,19%,x,0.2%,-30%,x,x,x,x,x
CCCCCCc1nnc(NC(=O)c2ccco2)s1,-3.7%,-51%,14%,-91%,x,0.2%,-20%[20 µM],x,x,x,x,x
CC(C)(C)c1ccc(Oc2ccc(NC(=O)c3cccs3)cn2)cc1,1.0%,10%,-5%,4%,-1%,0.0%,-8%,-0.16,-0.24,-0.041,0.5,5%
CCS(=O)(=O)N1CCC(C(=O)Oc2ccccc2)CC1,1.3%,-15%,2%,8%,x,-0.4%,-64%[20 µM],x,x,x,x,x
CC(C)(C)NC(=O)C(c1cccnc1)N(C(=O)c1csnn1)c1ccccc1 (stereo not drawn),-1.1%,-4%,-8%,11%,13%,-0.2%,-5%,0.83,-0.18,1.3,-0.97,1%
CCOC(=O)c1sc(NC(=O)Nc2ccccc2Cl)cc1C,16%,-43%,10%,-171%,6%,-0.3%,-60%,-0.62,-0.3,-0.79,0.9,3%
CC(C)Cc1ccc(S(=O)(=O)Nc2ccc3[nH]c(=O)[nH]c3c2)cc1,-3.1%,-4%,6%,33%,x,0.0%,-15%,x,x,x,x,x
O=C1NC2(C=Cc3c(ccc4ccccc34)O2)Oc2ccccc21 (stereo not drawn),11%,19%,7%,-178%,-290%,-0.1%,-53%,-0.025,-0.24,-0.8,0.13,8%
O=C(Oc1cccc2ccccc12)c1ccncc1,-3.9%,-10%,-3%,4%,-13%,-0.3%,-2%,0.38,-0.28,0.079,0.46,1%
CNC(=O)c1cc2cc(OC)ccc2oc1=O,-6.6%,-15%,30%,4%,-68%,-0.1%,1%,-1.4,0.34,-0.5,0.067,8%
Cc1ccnc(NC(=O)Nc2ccc3c(c2)OCO3)c1,1.0%,-27%,-19%,-109%,15%,-0.2%,-34%,0.28,-0.22,0.19,0.37,3%
O=[N+]([O-])c1ccc2c(c1)nc1n2CCN(CC2CCCO2)C1 (stereo not drawn),x,-17%,23%,4%,10%,-0.1%,x,-0.14,0.089,0.17,0.32,6%
CS(=O)(=O)N(Cc1ccc(Cl)cc1)c1ccc(C(=O)NCC2CCCO2)cc1 (stereo not drawn),-1.2%,-25%,7%,16%,-6%,-0.2%,15%,-1.1,-0.31,-0.65,0.94,0%
CCn1c(N2CCN(S(=O)(=O)c3ccc(Cl)cc3)CC2)nc2ccccc21,x,-32%,6%,20%,-21%,-0.1%,20%[20 µM],1.8,0.066,1.2,-0.86,8%
CCCN(CC(=O)Nc1ccc(C(C)=O)cc1)CC(=O)Nc1ccccc1C,1.7%,-32%,-6%,-10%,4%,0.6%,-23%[20 µM],0.089,-0.26,0.058,0.55,1%
S=C(Nc1cc(Cl)cc(Cl)c1)N1CCN(c2ccccn2)CC1,6.0%,3%,-19%,14%,x,-0.1%,-5%,x,x,x,x,x
Cn1c(=O)cc(SCC(=O)NCCCN2CCOCC2)c2ccc(Cl)cc21,3.7%,0%,16%,0%,16%,0.2%,2%,0.19,-0.3,0.14,-0.47,5%
CCc1csc(CCNC(=O)C2CCC(=O)N(CCOC)C2)n1 (stereo not drawn),0.8%,-18%,-4%,8%,x,-0.1%,-22%,x,x,x,x,x
CC(=O)NC(Cc1ccccc1)C(=O)NC(Cc1ccccc1)C(=O)O (stereo not drawn),13%,-1%,17%,-12%,x,-0.1%,27%,x,x,x,x,x
Fc1ccccc1C(c1nnnn1C1CCCC1)N1CCN(Cc2ccccc2)CC1 (stereo not drawn),1.6%,-26%,-10%,5%,-6%,-0.1%,0%,-0.48,0.045,-0.01,0.41,3%
COc1cc(OC)c2ccc(=O)oc2c1C(CC(=O)N1CCCC1)c1ccc(N(C)C)cc1 (stereo not drawn),-5.5%,-2%,6%,19%,22%,0.0%,12%,-0.26,-0.71,-0.03,-0.32,16%
O=C(NCC(=O)N1CCN(c2ccccc2)CC1)c1ccco1,-5.7%,-18%,-1%,7%,x,-0.1%,10%,x,x,x,x,x
Cc1ccc(N(CC(=O)NCc2ccc(F)cc2)S(=O)(=O)c2c(C)nn(C)c2C)cc1,-5.9%,-6%,-2%,22%,x,-0.1%,9%,x,x,x,x,x
NC(=O)C1CC(=O)N(CCc2ccc(F)cc2)C1 (stereo not drawn),4.2%,-9%,-21%,10%,x,0.3%,-24%[20 µM],x,x,x,x,x
COc1ccccc1NC(=O)NC1(C(=O)N2CCC(C)CC2)CCCCC1,-2.3%,10%,16%,-1%,x,0.2%,-69%,x,x,x,x,x
Cc1occc1C(=O)NC1CCCCCCC1,-1.3%,-13%,2%,-21%,12%,0.0%,24%,-0.46,-0.31,-0.6,1.2,3%
COc1ccc(NC(=O)C(OC)c2ccccc2)cc1Cl (stereo not drawn),1.5%,-19%,-5%,-2%,-1%,0.4%,x,-0.051,-0.24,0.094,0.0079,7%
Cc1ccc(C(=O)Oc2csc(=S)n2C(=O)c2ccc(C)cc2)cc1,1.0%,-18%,6%,6%,-98%,-0.1%,19%,-0.46,-0.22,0.0048,1.7,5%
C=CCC(=O)N(CC)CC1CCCN(CCc2cccc(F)c2)C1 (stereo not drawn),0.6%,-5%,-3%,0%,x,1.4%,-28%,x,x,x,x,x

# A portion of the library; the hit share may differ from the screen's.
